High-throughput results (PubChem)
NR2F2 inh: NR2F2 (human) inhibition, primary screen; P24468; HEK293T NGFI-A luciferase reporter, luminescence; inhibition, % at 8.6 µM; hit rate 0.7% among 370,000;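 active = inhibition above a per-plate cutoff, mean inhibition of test wells between control levels plus 3 SD, cut at about 38% in these data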;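 also: cells cotransfected with COUP-TFII expression vector driving the NGFI-A reporter; 0% = median of COUP-TF2 test wells and 100% = reporter-only cells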
Target sequence (P24468 whole entry, looked up): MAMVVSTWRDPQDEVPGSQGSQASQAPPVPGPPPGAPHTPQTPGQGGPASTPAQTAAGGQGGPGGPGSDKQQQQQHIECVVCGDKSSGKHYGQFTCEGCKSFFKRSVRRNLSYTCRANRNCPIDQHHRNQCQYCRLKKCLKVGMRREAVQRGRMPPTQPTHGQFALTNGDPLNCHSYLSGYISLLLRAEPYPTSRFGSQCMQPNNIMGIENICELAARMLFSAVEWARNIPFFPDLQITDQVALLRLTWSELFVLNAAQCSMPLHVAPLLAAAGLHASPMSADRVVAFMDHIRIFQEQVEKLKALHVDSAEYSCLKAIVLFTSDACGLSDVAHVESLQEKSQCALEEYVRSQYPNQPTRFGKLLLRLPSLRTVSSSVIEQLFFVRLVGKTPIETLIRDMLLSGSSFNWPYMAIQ
SRC3 inh: human NCOA3 inhibition; HEK293 GAL4-SRC3 luciferase reporter, luminescence; Q9Y6Q9; inhibition, % at 3.6 µM; AID 588352; hit rate 0.17% among 360,000;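 active = inhibition above a per-campaign cutoff, the mean of all compounds plus 3 SD, cut at about 60% in these data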;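 also: 0% = DMSO-treated cells and 100% = gossypol-treated cells at 36 µM; higher means less SRC3-driven luciferase light from the GAL4 reporter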
KKLEB cytotox: reduces viability of KKLEB cystic fibrosis airway cells; KKLEB CF airway cells viability, ATPlite luminescence, overnight; active compounds read low; cells stimulated with P. aeruginosa culture filtrate; activity change (cytotoxicity), % at 5 µM; hit rate 0.36% among 360,000; AID 602141;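 active = corrected activity change at or below -50% at 5 µM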
C8 TRAIL sens: sensitizes caspase-8 expressing cells to TRAIL; NB7+C8 cells + TRAIL, ATPlite viability luminescence; inhibition (viability loss, TRAIL sensitization), % at 10 µM; hit rate 1% among 360,000; AID 624354;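 active = compounds causing at least 50% loss of cell viability in the single-dose screen, relative to plate controls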
CF NFkB block: inhibitors of cystic fibrosis induced NF-kB. KKLEB NF-kB-GFP reporter, PAF-induced, GFP fluorescence overnight. inhibition, % at 5 µM. hit rate 0.86% among 360,000. AID 588850;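 active = at least 50% inhibition at 5 µM, scaled per plate between neutral and stimulator controls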;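 also: PAF is a Pseudomonas aeruginosa culture filtrate used as stimulus; plate controls were PAF-stimulated DMSO wells for no effect and unstimulated DMSO wells for full effect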
TROY signal inh: inhibitors of TROY-dependent NF-kB signaling. Q293 LMP1-TROYcd NF-kB luciferase reporter, 4 h. inhibition, % at 10 µM. hit rate 0.98% among 360,000;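 active = compounds whose plate-normalised and pattern-corrected inhibition of the luciferase reporter signal at the single screening dose is 50% or more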
NCOA1 inh: inhibitors of human steroid receptor coactivator 1 (SRC1) | Q15788 | HEK293 GAL4-SRC1 luciferase reporter, luminescence | inhibition, % at 3.6 µM | hit rate 0.12% among 360,000;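 active = inhibition above the campaign mean plus 3 SD, with each screening campaign given its own cutoff, cut at about 60% in these data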;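 also: 0% = DMSO treated cells and 100% = gossypol at 36 µM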
EBV LMP1 NFkB: Epstein-Barr LMP1 NF-kappaB reporter inhibition; inhibition, % at 12.5 µM; hit rate 0.69% among 350,000; LMP1-induced NF-kappaB luciferase reporter cells, luminescence; in the data active = inhibition above about 41%;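 also: 0% = neutral control wells and 100% = reference inhibitor control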
TWEAK-Fn14 inh: TWEAK-Fn14 signaling inhibition; TWEAK-stimulated Fn14 reporter cells, luciferase luminescence, 8 h; inhibition, % at 10 µM; hit rate 2% among 360,000; AID 1159606; in the data active = inhibition above about 50%
LRH-1 inv ag: suppresses constitutive activity of human LRH-1; hit rate 0.13% among 360,000; AID 602396; inhibition, % at 3.6 µM; HEK293T StAR-luciferase reporter, LRH-1 transfected, 24 h; O00482;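 active = inhibition above the mean inhibition of all tested compounds plus 3 SD, cut at about 73% in these data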;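 also: 0% = DMSO wells and 100% = reporter-only cells lacking LRH-1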
Target sequence (O00482 whole entry, looked up): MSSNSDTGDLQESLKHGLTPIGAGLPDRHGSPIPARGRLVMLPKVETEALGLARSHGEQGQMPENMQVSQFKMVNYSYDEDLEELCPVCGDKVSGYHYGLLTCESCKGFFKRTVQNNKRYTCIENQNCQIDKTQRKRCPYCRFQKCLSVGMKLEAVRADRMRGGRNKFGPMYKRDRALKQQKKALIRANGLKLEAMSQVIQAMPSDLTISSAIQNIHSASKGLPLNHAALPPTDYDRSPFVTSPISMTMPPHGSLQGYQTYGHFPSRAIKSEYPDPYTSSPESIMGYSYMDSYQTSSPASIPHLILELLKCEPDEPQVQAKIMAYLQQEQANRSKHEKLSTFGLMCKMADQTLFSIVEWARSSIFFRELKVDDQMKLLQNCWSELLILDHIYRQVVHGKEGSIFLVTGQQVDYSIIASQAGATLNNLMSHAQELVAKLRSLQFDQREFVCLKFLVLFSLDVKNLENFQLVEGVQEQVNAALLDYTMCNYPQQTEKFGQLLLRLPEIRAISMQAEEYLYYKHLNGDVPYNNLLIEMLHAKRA
NCOA2 inhibitor: inhibits human steroid receptor coactivator 2 | AID 651957 | hit rate 0.17% among 370,000 | inhibition, % at 9 µM | HEK293 GAL4-SRC2 luciferase reporter, luminescence;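 active = inhibition above the mean inhibition of all tested compounds plus 3 SD, set per campaign, cut at about 52% in these data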;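 also: 0% = DMSO treated cells and 100% = cells given Gossypol at 36 µM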
Starred values were filed as active, the others as inactive; . = no result given.

SMILES	NR2F2 inh	SRC3 inh	KKLEB cytotox	C8 TRAIL sens	CF NFkB block	TROY signal inh	NCOA1 inh	EBV LMP1 NFkB	TWEAK-Fn14 inh	LRH-1 inv ag	NCOA2 inhibitor
COc1ccccc1CN1CCN(Cc2nc(Cc3ccccc3)no2)CC1	-18	18	12	3	5	1	3	-5	4	2	-9
O=C(Nc1ccc(Cl)cc1F)c1ccccc1Br	-41	-77	-1	7	8	-48	-79	-24	-10	-123	-14
CCn1c(=O)c(C(=O)CN2CCc3ccccc32)c(N)n(Cc2ccccc2)c1=O	10	5	7	-4	-2	-1	-17	-5	0	-2	-25
CC(=O)NC(CC(=O)OCC(=O)c1ccc(NC(=O)CC(C)C)cc1)c1ccccc1 (stereo not drawn)	-2	-11	10	4	-6	1	-60	-3	-22	4	-12
CCN(CC)c1ccc(C(=S)NCc2ccccc2)cc1	-5	-17	-1	19	10	-3	3	-4	-15	6	18
CCc1nc(NCCN2CCOCC2)c(C#N)c2c1CCCC2	-16	24	-3	-4	10	5	-3	1	-4	10	-7
Cc1cc(C)n2nc(SCC(=O)N3CCOCC3)nc2n1	-10	1	-3	9	2	-4	-7	-11	5	-7	-9
O=c1c(C=NCC2CCCO2)c(-c2ccccc2)[nH]n1-c1ccc([N+](=O)[O-])cc1 (stereo not drawn)	-4	-9	-1	0	-18	-36	8	-9	-17	6	-3
COc1ccc(NC(=O)C2OCCc3ccccc32)c(OC)c1 (stereo not drawn)	10	17	-16	1	-1	-28	12	10	-2	-3	-14
COC(=O)c1ccccc1S(=O)(=O)N1CCC(C(=O)OC(C)C(=O)NC(N)=O)CC1 (stereo not drawn)	7	-11	1	-6	-23	-7	-10	-9	7	-15	8
COc1ccc(C2SCCN2S(=O)(=O)c2ccc(NC(C)=O)cc2)cc1 (stereo not drawn)	19	1	10	0	-4	-1	3	-2	0	9	15
Cc1ccc(SCC(=O)Nc2nccs2)cc1	-23	-49	-7	1	15	-39	-71	-11	-12	-50	-17
CCc1ccc(-c2nc3ccc(Br)cc3c(C(=O)O)c2C)s1	1	-16	7	3	-12	-12	-29	-2	-37	16	-5
CC(C)CCC1CC(CSC(=N)N)OC1=O (stereo not drawn)	2	-10	8	-8	-3	1	7	-11	-2	10	10
CC(c1ccco1)N(C(=O)COc1ccc(Cl)cc1)c1ccccn1 (stereo not drawn)	-29	-79	-2	15	3	-19	-97	0	36	-119	-16
Cn1c(/C=N/Nc2nc3ccccc3[nH]2)nc2ccccc21	-32	-92	-13	38	-9	-43	-178	-16	-1	-127	-45
CC(=O)Nc1cccc(NC(=O)CN2c3cccc4cccc(c34)S2(=O)=O)c1	25	5	-13	5	-25	5	-9	3	-49	8	25
CCOC(=O)c1cc(NC(=O)c2ccc(C)cc2)c(=O)oc1C(F)(F)F	-6	-3	3	6	-16	1	-17	3	-7	6	-40
O=C(CCC1CCCC1)NCCCNC(=O)CCC1CCCC1	-4	12	-1	-3	21	-6	-8	5	0	-9	-5
COCCCNc1nc2c(c(=O)n(Cc3cccc(Br)c3)c(=O)n2C)n1C	5	-10	-2	3	-2	17	1	1	-16	-8	5
Cc1cc(C)cc(NC(=S)Nc2ccc3cn[nH]c3c2)c1	-20	22	-12	-7	17	-3	8	-7	0	-3	-1
CCCc1nnc(SCC(=O)Nc2cccc(Cl)c2Cl)o1	0	-3	11	-5	-5	8	-18	-8	7	37	12
Cc1cc(OC(C)C(=O)NC2CC(C)(C)NC(C)(C)C2)c2c(C)c(C)c(=O)oc2c1 (stereo not drawn)	-52	-4	4	12	-42	-3	-27	3	19	11	-21
CCCCN1CC[C@H]2C=CC[C@@H](C(=O)N3CCN(c4ccccc4)CC3)[C@H]2C1=O	-10	-13	6	7	-10	-1	-28	0	15	10	-40
Cc1ccc(NC(=O)c2cccs2)cc1NC(=O)c1ccco1	-24	-6	10	11	-2	-10	4	-8	-2	8	-8
Cc1ccc(-c2nc3ncccc3o2)cc1NC(=O)c1ccc([N+](=O)[O-])o1	.	4	1	27	11	-2	-3	-29	5	57	.
CC(C)(C)NS(=O)(=O)c1cc(C(=O)Nc2sccc2C#N)ccc1Cl	1	0	-6	8	9	40	2	3	52*	-14	14
CCOC(=O)C1=NNC2(c3ccc(C)cc3)C(=O)N(c3ccccc3)C(=O)C12 (stereo not drawn)	-6	5	3	-8	-2	-36	-15	.	-1	-14	10
OC(CCN1CCCCC1)(c1ccccc1)C1CCCCC1 (stereo not drawn)	23	6	-6	-9	3	-8	14	3	0	16	4
CCOc1ccc(N(CC(=O)NCCSc2ccccn2)S(C)(=O)=O)cc1	-6	-19	0	3	8	-6	-5	-5	-1	8	1

An excerpt from above in order of their number in TWEAK-Fn14 inh, highest first.
mol | TWEAK-Fn14 inh
CC(C)(C)NS(=O)(=O)c1cc(C(=O)Nc2sccc2C#N)ccc1Cl | 52*
Cc1cc(OC(C)C(=O)NC2CC(C)(C)NC(C)(C)C2)c2c(C)c(C)c(=O)oc2c1 (stereo not drawn) | 19
CCCc1nnc(SCC(=O)Nc2cccc(Cl)c2Cl)o1 | 7

Following part
SMILES	NR2F2 inh	SRC3 inh	KKLEB cytotox	C8 TRAIL sens	CF NFkB block	TROY signal inh	NCOA1 inh	EBV LMP1 NFkB	TWEAK-Fn14 inh	LRH-1 inv ag	NCOA2 inhibitor
FC(F)(F)c1ccccc1CN1CCCC(N2CCN(c3ccccc3)CC2)C1 (stereo not drawn)	-3	9	-2	6	12	20	4	-30	2	-5	25
CCCCCCCCN1C(=O)[C@H](CC(=O)N2CCCCC2)C[C@@]2(C(=O)OCC)CCCC=C12	3	.	.	-5	.	9	.	.	-20	-1	-13
O=S(=O)(Nc1ccc(Cc2ccncc2)cc1)c1ccc(Br)s1	8	-14	17	3	-12	20	-10	-2	0	8	-4
Cc1ccc(-c2nc3ccccc3[nH]2)cc1N	-33	-78	-7	50	-23	-21	-82	-13	47	-131	-39
CCc1nnc(N/N=C/c2c(C)[nH]c3ccccc23)n1N	53*	6	-9	-9	6	-11	9	3	2	27	4
CCC(=O)Nc1nnc(SCC(=O)N2c3ccccc3CC2C)s1 (stereo not drawn)	12	-48	17	-12	1	4	-23	-14	25	9	-25
CC(C)CSc1nnc2c(n1)[nH]c1ccccc12	-35	-76	-17	33	-17	16	-90	-5	48	-116	-36
CCN(CC(=O)NCc1ccc(Cl)cc1)C(=O)CN1C(=O)NC(CC)(c2ccccc2)C1=O (stereo not drawn)	-6	5	10	1	4	-10	-2	-1	91*	-7	7
O=C(COC(=O)CCc1ccccc1)NC12CC3CC(CC(C3)C1)C2	14	5	5	-1	11	-18	-7	0	-9	18	-12
CCc1ccc(N(C2C=CS(=O)(=O)C2)S(=O)(=O)c2ccccc2)cc1 (stereo not drawn)	-5	11	4	-1	0	4	-38	2	5	10	-8
COc1ccc(C(=O)O)cc1S(=O)(=O)NC(C)C	6	6	0	-8	15	-10	0	-2	9	5	-22
c1cc2c3c(cccc3c1)NC(c1ccc3c(c1)OCO3)N2	8	-6	-19	2	-4	-32	1	-3	9	-16	-19
C[C@]12CC[C@@H]3c4ccc(O)cc4CC[C@H]3[C@@H]1CC[C@@H]2OC(=O)CCC1CCCC1	-2	1	-4	13	4	3	4	-8	10	-2	-36
Cc1ccc(-c2ccc(C(=O)O)o2)cc1Cl	13	-13	18	2	-22	-51	-8	1	-13	-17	-7
Cc1cc(CN2C(=O)c3ccccc3C2=O)cc(N2CCOCC2)c1	16	1	-13	-10	13	-3	-10	2	-20	-31	-5
CCC1(c2ccc(F)cc2)NC(=O)N(CC(=O)N2CCc3ccccc32)C1=O (stereo not drawn)	4	4	-5	8	-6	16	-6	-7	14	3	-28
COc1cc(=O)oc(-c2ccccc2)c1C(C)=O	17	12	-5	7	8	5	8	10	8	7	11
O=C(COC(=O)c1ccc(-c2ccc([N+](=O)[O-])cc2)o1)NC(=O)NC1CCCCC1	2	1	0	-3	-17	2	7	-7	-9	14	-14
Cc1cccc(NC(=O)CCC(=O)N/N=C/c2cc([N+](=O)[O-])ccc2O)c1	-6	22	12	5	8	-11	9	9	16	-11	-9
CCCCn1c(=O)[nH]c(=O)c2c1nc(-c1ccc(OCCC)c(OCC)c1)n2CCOC	0	1	-5	-4	11	9	1	-2	12	5	1
CC(Sc1nc2ccccc2c(=O)n1CC1CCCO1)C(=O)NC(C)c1ccccc1 (stereo not drawn)	-10	-7	-8	4	2	-26	7	-32	8	-9	-43
COc1ccccc1OCC(=O)NCC(C)NC(=O)COc1ccccc1OC (stereo not drawn)	3	25	6	-8	0	-24	-22	-3	4	27	7
N/C(=N\OC(=O)C1CCCCC1)c1cccc(Br)c1	.	-15	11	2	-1	-69	-18	-18	-23	-7	.
Cc1[nH]n(-c2ccc([N+](=O)[O-])cc2)c(=O)c1C=NCCc1ccc(S(N)(=O)=O)cc1	-32	-5	0	5	-25	-21	-13	-1	-12	-3	-18
COc1ccc(C(=O)N2CCCCCC2)cc1S(=O)(=O)N1CCOCC1	11	8	-5	1	16	2	0	-5	-2	6	-5
Cc1ccc2nc(-c3ccccn3)c(Nc3ccccc3C)n2c1	32	-11	-7	-2	13	1	-20	-3	1	-27	7
O=C(Nc1ccc2c(c1)oc1ccccc12)C1CC1	-19	-51	3	7	-10	-37	-170	-70	-11	-88	-59
O=C(C1CCC(=O)N(C2CCCC2)C1)N1CCC(Oc2ccccc2Cl)CC1 (stereo not drawn)	4	19	-20	8	3	-8	-1	13	7	9	17
O=C1c2ccccc2C(=O)N1CCCSc1nc2ccccc2o1	-11	-1	-3	-2	0	-16	-11	6	-14	-30	-9
O=C1NC(c2ccc(O)cc2)Nc2ccccc21 (stereo not drawn)	-20	-15	4	13	-1	-18	-31	-7	-24	-22	-35
CC(C)(CNC(=O)c1ccc([N+](=O)[O-])c(Cl)c1)CNC(=O)c1ccc([N+](=O)[O-])c(Cl)c1	-3	5	-3	53*	10	33	-10	-45	38	0	-11
COc1ccccc1CNC(=O)CN1CCN(c2ccc(C(C)=O)cc2)CC1	-3	8	-5	-22	3	7	-11	5	24	19	-7
COc1cc(C(=O)NCc2ccc(C)cc2)ccc1OCc1c(C)noc1C	-10	13	0	1	10	2	8	6	8	11	-19
CC(C)OC(=O)CSc1nnc(CNc2nc(-c3ccccc3)cs2)n1C	-2	-6	-13	-10	7	0	8	-10	9	10	8
COc1ccc(Cc2nc3ccc(C(=O)NCC(C)(C)OC)cc3o2)cc1	-38	-82	-19	21	-5	-37	-68	-38	-20	-45	-67
O=C(Nc1ccc(Br)cc1)c1cc([N+](=O)[O-])cc([N+](=O)[O-])c1	-2	20	-16	-1	33	16	-13	12	-3	0	-5
Cc1ccc(CSc2nc3c(c(SCC(=O)O)n2)CCCC3)cc1	11	3	7	8	2	-2	0	-1	3	24	22
Cc1ccc(NC(=O)CO/N=C/c2ccc(N(C)C)cc2)cc1	10	9	1	4	2	2	-13	6	-7	10	0

Random draw from the library; overall some 4.2% were active at least once.
